Yfh1-depleted yeast = mitochondrial function rescue without frataxin homolog – Friedreich's ataxia, plus single-dose screen, dose response (AID 1465); hit rate 0.074% among 220,000; S. cerevisiae Yfh1-off respiration, WST-1 reduction, 72 h; higher fold induction means a stronger effect; fold induction at 50 µM; hits with a dose series show EC50 in µM;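 active means fold induction of absorbance versus untreated yeast above a set limit, then at least 30% activation at any dose in follow-up; inconclusive means repeats straddling the limit, or above it without dose testing; inactive means fold induction below the set limit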;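 further: activators that raise dye reduction in frataxin-depleted yeast; strong numbers were not always called active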
NOD1 NF-kB reporter = NOD1 signaling inhibitors, primary screen, cell-based, luminescence, uHTS (AID 1578); NOD1-driven NF-kB luciferase reporter cells, luminescence; higher % means a stronger effect; inhibition, % at 4 µM; hits with a dose series show EC50 in µM; hit rate 1% among 290,000; in the data active means inhibition mostly above about 36%, no sharp cut-off; inactive means mostly below about 34%;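 further: HEK-293T reporter cells stimulated with the NOD1 agonist gamma-tri-DAP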
KOR beta-arrestin-1 = kappa opioid receptor blockers – cell-based, luminescence, uHTS (AID 1778); KOR beta-arrestin recruitment, luminescence, antagonist mode; higher % means a stronger effect; inhibition, % at 10 µM, or IC50 in µM where a hit was titrated; hit rate 0.091% among 290,000; further: strong numbers were not always called active
NOD2 inhibition = NOD2 signaling inhibitors, cell-based, luminescence, uHTS, HEK293 (AID 1566); HEK293 NOD2/NF-kB luciferase reporter, luminescence; higher % means a stronger effect; inhibition, % at 4 µM; hits with a dose series show EC50 in µM; hit rate 0.63% among 290,000; further: many of its hits are not listed in these tables
AID2073 = inhibitors of Mint1-CaV2.2 protein interaction, biochemical, HTRF (AID 2073); HTRF protein-protein interaction, Mint1-CaV2.2; higher % means a stronger effect; inhibition, % at 20 µM; hits with a dose series show IC50 in µM; hit rate 0.19% among 290,000; in the data active means inhibition mostly above about 51%, no sharp cut-off; inconclusive means no clear call, values can overlap the other calls; inactive means mostly below about 53%; further: some results filed as inactive read as strong as hits
West Nile virus CPE = West Nile virus antiviral activity, cell-based, CPE readout (AID 1621); CPE inhibition, % at 10 µM, or IC50 in µM where a hit was titrated; hit rate 0.02% among 290,000; West Nile virus-infected cells, CPE inhibition; higher % means a stronger effect; in the data active means a potency from the dose series; inconclusive means CPE inhibition mostly from about 3.7% at the one dose, without a potency; inactive means the rest, 99 in 100 with CPE inhibition below about 2.2%; further: strong numbers were not always called active
NS5 inhibitors = Dengue-2 NS5 methyltransferase inhibitors, primary screen, biochemical, confirmation dose response (AID 588689); hit rate 0.3% among 340,000; Dengue-2 NS5 methyltransferase capping enzyme assay, biochemical; higher % means a stronger effect; inhibition, % at 25 µM, or IC50 in µM where a hit was titrated; in the data active means a potency from the dose series; inconclusive means inhibition above about 29% without an active follow-up result
KOR beta-arrestin-2 = KOR agonists, beta-arrestin recruitment, primary screen, cell-based, luminescence, uHTS (AID 1777); hit rate 0.02% among 280,000; KOR beta-arrestin recruitment, luminescence; higher % means a stronger effect; one-dose activation, % at 10 µM; EC50 in µM for titrated hits; in the data active means activation above about 50%, passing the limit was not always enough; further: a part of the inactive calls stands beside numbers as strong as those of hits
HIV peptide binding = cell-free HIV fusion peptide-binding blockers – biochemical, uHTS, fluorescence dequenching, primary screen (AID 1986); cell-free peptide binding, fluorescence dequenching, 30 min; higher % means a stronger effect; inhibition, % at 20 µM; hits with a dose series show IC50 in µM; hit rate 0.3% among 290,000; in the data active means inhibition mostly above about 52%, no sharp cut-off; inactive means mostly below about 76%; further: some results filed as inactive read as strong as hits
NS5 inhibitors pilot replicate = further read-out of NS5 inhibitors, marked with its call; inhibition, %; measured here: pilot screen replicate inhibition
An asterisk follows results filed as active; i = inactive; ? = inconclusive; . = not tested or not shown; [ ] = remark or other dose. Unless noted, no stated cut-off is given here; in the data, active means inhibition above about 50%; inactive means the rest.

SMILES | Yfh1-depleted yeast | NOD1 NF-kB reporter | KOR beta-arrestin-1 | NOD2 inhibition | AID2073 | West Nile virus CPE | NS5 inhibitors | KOR beta-arrestin-2 | HIV peptide binding | others
COc1ccccc1/C=N/NC(=O)CCSc1ccccc1 | i | -21% | 2% | 0% | -10% | 0.1% | -10% | 5.7% | -1.4%
CCOC(=O)CNC(=O)c1c(C)nn(-c2ccccc2)c1Cl | i | -3% | 10% | 19% | 2% | 0.1% | -1% | -2.9% | 0.2%
CSCCC(NC(=O)C1CC1)c1nc2ccccc2[nH]1 (configuration not stated) | i | -18% | -20% | 1% | -1% | -0.1% | -5% | -4.8% | -1.5%
COc1ccc(C2(C(=O)Nc3ccccc3)CCOCC2)cc1 | i | -37% | 0% | 10% | -2% | -0.4% | -8% | -0.7% | 1.0%
CCn1nc(C)c(CNC(=O)c2cc(COc3ccc(C)nc3)on2)c1C | . | 35% | -21% | 32% | 1% | -0.5% | -7% | 9.0% | 2.9%
COc1ccc(Nc2ccc(S(=O)(=O)N3CCCCC3)cc2[N+](=O)[O-])cc1Cl | i | 25% | -10% | 19% | -6% | -1.4% | -1% | 6.1% | -3.3%
COc1cc(/C(C)=N/NC(=O)c2cccc(S(=O)(=O)N3CCCC3)c2)cc(OC)c1OC | . | 2% | 27% | 1% | 10% | 0.8% | -4% | -7.6% | -0.9%
COc1cc(/C=C2\SC(=O)N(c3ccccc3Cl)C2=O)cc([N+](=O)[O-])c1O | i | 26% | 6%[20 µM] | 4% | 4% | -0.7% | -7% | -5.1% | 25µM*
CCCCCCNC(=O)C(C#N)c1nc2ccccc2nc1N1CCCC1 (configuration not stated) | i | 2% | -15% | 7% | 28% | -0.2% | ? | -2.5% | 150%
COc1ccc(N(C(=O)c2cnccn2)C(C(=O)NC2CCCCC2)c2ccccc2)cc1 (configuration not stated) | . | -12% | -35% | -2% | 7% | -1.7% | -8% | 0.5% | 0.6%
CCc1ccc(C(=O)C[n+]2cccc3cc(OC)ccc32)cc1 | . | 18% | 41%[20 µM] | 19% | 13% | 1.7% | 2% | -2.7% | -0.2%
COc1c(C)cc(C(=O)C2CCCN(Cc3c(C)n(C)n(-c4ccccc4)c3=O)C2)cc1C (configuration not stated) | i | -24% | -29%[20 µM] | 5% | 25% | -0.9% | . | . | 1.5%
CCOC(=O)Nc1ccc2c(c1)N(C(=O)N(CC)CC)c1ccccc1CC2 | i | -14% | -97% | -1% | -8% | -1.7% | 4% | 7.3% | 0.6%
Clc1ccc(-c2cnn3c(-c4ccncc4)ccnc23)cc1 | i | 52%* | -4% | -124% | -5% | -1.3% | -10% | -3.6% | -1.1%
CCCCCCOc1ccc(N2C(=O)CC(NCc3ccc(S(N)(=O)=O)cc3)C2=O)cc1 (configuration not stated) | i | -4% | 31% | 16% | 12% | -0.2% | -6% | -2.2% | 0.8%
COC(=O)c1c(C)oc(C)c1S(=O)(=O)NC(C)(C)C | i | -14% | 10% | -2% | -10% | 0.0% | 5% | 3.4% | -0.6%
Cc1cccc(NC(=O)c2ccccc2NC(=O)Cc2ccccc2)c1C | i | -5% | 38% | 8% | -1% | -1.0% | -4% | -3.5% | -0.6%
O=C(COc1ccc(Cl)cc1)NCc1nnc(SCC(=O)NC2CCCCC2)o1 | i | -9% | 17% | 9% | -38% | -0.2% | -8% | -2.3% | 5.3%
COc1cccc(C(=O)NCC(=O)OCC(=O)Nc2ncc(Cl)cc2Cl)c1 | i | -40% | -14% | 1% | 10% | -0.1% | -11% | -0.8% | 7.1%
Cn1ccnc1SCCNC(=O)CCc1nnc(CCCCc2ccccc2)o1 | i | -26% | -5% | -3% | -4% | 0.3% | -4% | 0.0% | 1.1%
CC1CCc2c(sc3nc(CSc4n[nH]c(N)n4)[nH]c(=O)c23)C1 (configuration not stated) | i | -15% | 4% | -3% | 13% | -0.2% | -2% | 3.7% | -0.8%
CCCOC(=O)C1C2C=CC(C3CC23)C1C(=O)OCC(=O)c1ccccc1 (configuration not stated) | i | -29% | 42% | -30% | 18% | -0.6% | -12% | -2.9% | -1.1%
CCOCCCn1c(C)nc2c(c1=O)c1nc3ccccc3nc1n2-c1ccc(C)cc1 | i | -19% | -16% | 14% | -6% | 0.0% | -2% | -1.7% | -0.7%
COC(=O)CSc1nnc(Cc2ccccc2)n1-c1ccc(C)cc1 | i | -30% | -8% | 3% | 1% | 0.3% | -4% | 0.2% | 0.0%
c1ccc(-c2nn3c(Cn4nnc5ccccc54)nnc3s2)nc1 | i | -10% | 6% | 13% | 11% | -0.4% | 14% | -3.9% | 6.4%
O=C(NCc1ccncc1)c1cc(-c2ccc(Cl)cc2)oc1C(F)(F)F | i | 1% | -20% | 30% | 13% | -0.7% | 4% | 1.7% | -1.4%
COc1ccc(S(=O)(=O)N2CCCC(C(=O)NCc3ccncc3)C2)cc1 (configuration not stated) | i | 15% | 0% | 6% | -4% | 0.0% | -3% | -0.3% | -1.3%
O=C(NCc1ccc2c(c1)OCO2)C1CCCN1C(=O)Nc1ccc(F)cc1 (configuration not stated) | i | 4% | 4% | 2% | 5% | -0.6% | -7% | -5.1% | 1.5%
Cc1ccnc(SCc2cc(=O)c(OC(=O)c3ccc(S(=O)(=O)N4CCCC4)cc3)co2)n1 | i | -6% | 8% | 9% | -15% | -0.2% | -13% | 6.6% | -0.1%
Cc1ccn2cc(C(=O)Nc3ccc4c(c3)OCCO4)nc2c1 | i | -48% | -6% | -73% | 3% | -0.1% | -1% | 4.5% | -1.9%
Cc1ccc(S(=O)(=O)N(C)C)cc1NC(=O)C1CCCC1 | i | 18% | -4% | 3% | -15% | -0.5% | 2% | 5.6% | -2.3%
O=C(NCC1(N2CCCCC2)CCCCC1)C1CC(=O)N(c2ccc3c(c2)OCCO3)C1 (configuration not stated) | i | -33% | -28% | -6% | -9% | -1.0% | -2% | 0.4% | -0.7%
COc1ccccc1Oc1coc2cc(O)ccc2c1=O | i | 5% | 19% | 8% | 31% | 0.3% | -1% | -3.5% | -6.2%
CCOC(=O)c1[nH]nc2c1C(=O)N(CC)C2=O | i | -8% | 18% | 16% | 3% | 0.6% | -8% | 0.6% | -0.9%
Cc1nn2c(-c3ccc(F)cc3)ccnc2c1Br | . | -9% | -14% | 7% | -4% | -0.1% | -3% | -1.2% | 2.0%
CCCCOc1ccc(NC(=O)CN2CCN(Cc3ccccc3)CC2)cc1 | . | -18% | 7% | 10% | 8% | -1.7% | -1% | -0.4% | -0.6% | NS5 inhibitors pilot replicate=2.7
O=c1c2c3c(sc2nc2n1CCCS2)CCCC3 | i | -90% | 12% | -19% | 1% | -0.8% | -4% | -3.4% | 0.0%
COc1ccc(C(=O)NCCN2CCOCC2)c(OC)c1 | i | -20% | 23% | 14% | -7% | 0.3% | . | -5.0% | -0.3%
COCc1c(C(=O)N2CCc3ccccc32)oc2ccccc12 | . | -28% | -18% | -2% | 14% | 0.8% | -4% | 9.0% | -0.8%
COc1cccc(N=C2C(=O)N3CCCc4cccc2c43)c1 | i | -53% | . | -24% | -9% | 0.4% | 1% | -0.5% | -0.3%
CC(=O)N1CCc2cc(S(=O)(=O)NC(C)c3ccccc3)ccc21 (configuration not stated) | . | -10% | 16% | 18% | 10% | -0.7% | -6% | -6.7% | -1.4%
COc1ccnc(N2CCN(c3ccc(Cl)cc3)CC2)c1C#N | i | 2% | -17% | 4% | 7% | -0.7% | -1% | 1.8% | -1.6%
CCCCOC(=O)c1cccnc1 | i | 10% | -1% | -17% | -1% | 0.2% | -4% | 4.5% | -0.6%
Cc1ccc(/C=C/C2=Cc3c(sc(NC(=O)CSc4n[nH]c(N)n4)c3C#N)C(C)(C)C2)o1 | i | -26% | 12% | 14% | 61%* | 0.8% | . | 12% | 149%
Cc1nc2nc(Cc3ccccc3)[nH]n2c(=O)c1Cl | i | 2% | -2% | 13% | 2% | -0.2% | -5% | -0.6% | -1.1%
CCC(CO)NS(=O)(=O)c1cc(-c2nn(C)c(=O)c3ccccc23)ccc1C (configuration not stated) | i | -30% | 10% | 9% | 10% | -0.6% | . | -4.4% | 0.3%
Cc1cccc(OCCn2c(=O)oc3ccc(C)cc32)c1 | i | 20% | 13%[20 µM] | -81% | -10% | 0.0% | -6% | . | -3.1%
NC(=Nc1ccc(Cl)cc1)c1ccccc1 | i | -49% | 13% | -25% | 4% | -0.8% | -5% | -1.4% | 1.1%
Cc1ccc(N(C)C(=O)N2CCN(S(=O)(=O)c3ccc4ccccc4c3)CC2)cc1 | i | -4% | 4% | 14% | 4% | -0.1% | 6% | 3.9% | 0.0%
COc1ccccc1C(=O)COC(=O)/C=C/c1ccccc1 | . | -10% | 14% | 6% | 2% | 0.5% | -5% | -0.7% | 0.2%
Cc1cc(NC(=O)c2c([N+](=O)[O-])c(C)nn2C)no1 | i | -6% | -2% | 13% | -1% | -0.1% | 2% | 0.4% | -0.7%
CC(CNS(=O)(=O)c1ccc(Br)cc1)CN(C)C (configuration not stated) | i | 2% | 15% | 23% | -1% | -0.1% | -3% | -3.9% | 1.3%
Cc1cc2ccccc2c(=O)n1CC(=O)N(C)c1ccc(F)cc1 | i | -20% | 12% | 0% | 10% | -1.3% | -6% | -1.6% | 0.3%
CCOC(=O)c1[nH]c(C)c(C(=O)N2CCN(C(=O)OCC)CC2)c1CC | i | -18% | 49% | -19% | 0% | -0.3% | -8% | -2.7% | -0.1%
CC1=C(CC(=O)NCC(=O)NCC(=O)O)c2cc(F)ccc2/C1=C/c1ccc(S(C)=O)cc1 (configuration not stated) | . | -12% | 8% | -3% | 16% | -0.2% | -11% | 0.2% | -0.7%
Cc1cc(C)cc(OCc2ccc(C(=O)O)o2)c1 | i | -21% | 12% | -7% | 3% | ? | -5% | -3.5% | -1.0%
CC(=O)c1ccc(NC(=O)NC2CCCCCCC2)cc1 | . | -72% | -27% | -55% | 7% | -0.7% | -9% | 2.7% | -0.3%

Filtered by structure, those above with a nitro group on carbon.
SMILES | Yfh1-depleted yeast | NOD1 NF-kB reporter | KOR beta-arrestin-1 | NOD2 inhibition | AID2073 | West Nile virus CPE | NS5 inhibitors | KOR beta-arrestin-2 | HIV peptide binding | others
COc1ccc(Nc2ccc(S(=O)(=O)N3CCCCC3)cc2[N+](=O)[O-])cc1Cl | i | 25% | -10% | 19% | -6% | -1.4% | -1% | 6.1% | -3.3%
COc1cc(/C=C2\SC(=O)N(c3ccccc3Cl)C2=O)cc([N+](=O)[O-])c1O | i | 26% | 6%[20 µM] | 4% | 4% | -0.7% | -7% | -5.1% | 25µM*
Cc1cc(NC(=O)c2c([N+](=O)[O-])c(C)nn2C)no1 | i | -6% | -2% | 13% | -1% | -0.1% | 2% | 0.4% | -0.7%

High-throughput results (PubChem)

This is a subset, so the mix of outcomes need not match the whole.
